PLCb3 inh – PLC-beta3 (human) inhibition, primary screen | actives 0.18% (n = 370,000) | inhibition, % at 12.2 µM | AID 720704 | Purified PLC-beta3, fluorogenic substrate, fluorescence; in the data active means inhibition above about 11%;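 further: 0% = median of compound wells on plate and 100% = full blocker control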
ADAM17 inh – inhibits human ADAM17; P78536; recombinant ADAM17, EDANS/DABCYL FRET peptide cleavage; inhibition, % at 6.95 µM; actives 0.83% (n = 370,000);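 active means inhibition above the mean of compounds lying between control limits plus 3 SD, set per campaign, cut at about 8.5% in these data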;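 further: 0% = DMSO-only wells as the low control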
PLCg1 inh – inhibitors of human phospholipase C gamma1 | AID 720700 | purified PLC-gamma1, fluorogenic substrate, fluorescence | P19174 | inhibition, % at 12.2 µM | actives 0.84% (n = 370,000); in the data active means inhibition above about 9.5%
Target sequence (P19174 whole entry, looked up): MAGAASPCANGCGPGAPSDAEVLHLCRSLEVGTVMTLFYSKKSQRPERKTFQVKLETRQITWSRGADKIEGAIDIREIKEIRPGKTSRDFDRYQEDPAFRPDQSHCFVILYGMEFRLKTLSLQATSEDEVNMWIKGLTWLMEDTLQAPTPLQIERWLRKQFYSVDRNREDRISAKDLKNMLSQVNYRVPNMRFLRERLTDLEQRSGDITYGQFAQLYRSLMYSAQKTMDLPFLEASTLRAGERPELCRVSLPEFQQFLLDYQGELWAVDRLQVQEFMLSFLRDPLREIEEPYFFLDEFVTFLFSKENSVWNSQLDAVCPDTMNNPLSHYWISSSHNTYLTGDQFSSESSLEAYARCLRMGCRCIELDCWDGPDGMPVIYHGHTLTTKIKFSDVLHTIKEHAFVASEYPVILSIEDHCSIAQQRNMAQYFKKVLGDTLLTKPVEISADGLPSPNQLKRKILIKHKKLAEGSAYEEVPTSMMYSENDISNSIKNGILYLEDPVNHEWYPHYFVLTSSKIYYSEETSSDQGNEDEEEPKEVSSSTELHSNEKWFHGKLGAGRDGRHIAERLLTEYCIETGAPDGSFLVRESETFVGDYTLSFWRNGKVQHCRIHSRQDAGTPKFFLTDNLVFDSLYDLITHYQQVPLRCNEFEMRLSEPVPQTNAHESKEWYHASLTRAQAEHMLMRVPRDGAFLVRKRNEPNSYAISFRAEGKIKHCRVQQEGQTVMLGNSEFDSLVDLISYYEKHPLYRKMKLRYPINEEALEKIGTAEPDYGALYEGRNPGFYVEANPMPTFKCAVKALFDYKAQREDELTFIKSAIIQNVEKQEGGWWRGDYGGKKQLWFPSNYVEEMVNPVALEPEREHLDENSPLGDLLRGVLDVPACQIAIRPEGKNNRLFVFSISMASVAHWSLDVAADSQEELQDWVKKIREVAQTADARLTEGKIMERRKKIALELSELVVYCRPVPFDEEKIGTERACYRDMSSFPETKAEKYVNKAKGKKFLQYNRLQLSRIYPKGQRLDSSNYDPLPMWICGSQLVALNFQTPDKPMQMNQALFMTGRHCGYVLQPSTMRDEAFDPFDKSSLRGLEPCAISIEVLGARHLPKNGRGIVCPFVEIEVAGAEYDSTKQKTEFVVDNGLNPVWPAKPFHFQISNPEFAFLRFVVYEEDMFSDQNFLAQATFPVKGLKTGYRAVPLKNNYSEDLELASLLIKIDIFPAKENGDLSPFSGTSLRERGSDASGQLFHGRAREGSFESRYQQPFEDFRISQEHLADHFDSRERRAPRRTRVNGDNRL
DAX1 inh-1 – inhibitors of DAX1 repression of SF-1 activated StAR promoter | AID 652010 | inhibition, % at 6.8 µM | HEK293T StAR-luciferase reporter, SF-1/DAX-1 repression relief | actives 1.1% (n = 370,000);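 active means inhibition above the mean over all tested compounds plus 3 SD, cut at about 3.6% in these data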;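 further: 0% = DAX-1 cells with DMSO and 100% = cells lacking DAX-1 with DMSO; higher inhibition means more luminescence from relief of DAX-1 repression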
DAX1 inh-2 – inhibits human nuclear receptor DAX1; P51843; HEK293 Gal4-DAX1 luciferase reporter, luminescence; inhibition, % at 6.75 µM; actives 0.99% (n = 340,000); AID 504766;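 active means inhibition above the mean over all tested compounds plus 3 SD, cut at about 4.2% in these data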;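 further: 0% = DAX1-transfected cells with DMSO and 100% = empty-vector control cells with DMSO; inhibition shows as a rise in luminescence from relieved DAX1 repression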
ADAM10 inh – inhibitors of human ADAM10. O14672. recombinant ADAM10, EDANS/DABCYL FRET peptide cleavage, 3 h. inhibition, % at 7 µM. actives 0.62% (n = 370,000). AID 720582;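 active means inhibition above a per-campaign cutoff equal to the mean of compounds falling between control-based bounds plus 3 SD, cut at about 20% in these data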;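 further: 0% = DMSO wells while the 100% control is not disclosed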
hcDAF12 agonist – activators of H. contortus DAF-12 nuclear receptor. HEK293 hcDAF-12 lit1-tk-luc reporter, luminescence; 0% DMSO, 100% Δ7-dafachronic acid. activation, % at 6.8 µM. actives 1.4% (n = 370,000);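 active means activation above the mean of all tested compounds plus 3 SD, cut at about 5.5% in these data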;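 further: 100% = response to 3 µM Δ7-dafachronic acid high control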
ssDAF12 agonist – activators of S. stercoralis DAF-12 nuclear receptor; actives 1% (n = 370,000); HEK293 ssDAF-12/GRIP1 lit1-tk-luc reporter, luminescence; % of 3 µM dafachronic acid response; AID 652126; activation, % at 6.8 µM;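 active means activation above the mean over all tested compounds plus 3 SD, cut at about 0.9% in these data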;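 further: 0% = DMSO-only wells and 100% = 3 µM delta7-dafachronic acid wells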
hgDAF-12 ag – hgDAF-12 agonism, primary luciferase screen; HEK293 GAL4-hgDAF12 UAS-luciferase reporter, agonist luminescence; normalized to butyrate control; actives 1.8% (n = 370,000); activation, % at 6.8 µM;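 active means activation above a cutoff set at the mean of all screened compounds plus 3 SD, cut at about 10% in these data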;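 further: 0% = DMSO wells and 100% = sodium butyrate wells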
FXN GAA850 act – activators of GAA850 frataxin (FXN) promoter; activation, % at 6 µM; HEK293 lucGAA850 FXN promoter luciferase reporter, 24 h; percent of 10 µM SAHA response; actives 0.56% (n = 360,000); AID 540364;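 active means activation above the average of all compounds screened plus 3 SD, cutoff fixed separately per campaign, cut at about 7.5% in these data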;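 further: 0% = DMSO wells and 100% = 10 µM SAHA wells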
sPLA2-III inh – Inhibits HGIII-sPLA2 liposome hydrolysis, primary screen; Q9NZ20; QFRET BODIPY PC-A2 liposome hydrolysis, fluorescence; inhibition, % at 12.2 µM; actives 0.56% (n = 370,000);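 active means inhibition above mean plus 3 SD of compounds lying within the high and low control bounds, cut at about 19% in these data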;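 further: 0% = median of test compound wells and 100% = no enzyme DMSO wells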
Starred values were filed as active, the others as inactive; nt = no result given.

SMILES | PLCb3 inh | ADAM17 inh | PLCg1 inh | DAX1 inh-1 | DAX1 inh-2 | ADAM10 inh | hcDAF12 agonist | ssDAF12 agonist | hgDAF-12 ag | FXN GAA850 act | sPLA2-III inh
COc1ccc(S(=O)(=O)N2CCN(CCC(=O)Nc3ccccc3F)CC2)cc1 | 5 | -1 | 1 | 1.1 | 0.7 | -1 | 1.6 | -1.5 | -0.5 | 3.4 | -3
O=C(Nc1ccccc1Br)c1c(F)cccc1Cl | -2 | 3 | 3 | -0.5 | 1.1 | 4 | -1.0 | 0.2 | 1.9 | 0.6 | 2
COc1ccc(S(=O)(=O)n2ccc(-c3ccc4c(c3)CCC(C)(C)O4)n2)cc1 | -3 | -1 | 5 | 0.5 | nt | 14 | 1.2 | 0.0 | -0.5 | 1.1 | 0
O=C1NC[C@H](CCCCN2C[C@H](Cc3ccccc3)N(CCc3ccc(O)cc3)C(=O)C2=O)N(CC2CCCCC2)C1=O | 3 | -2 | -2 | -0.7 | nt | -5 | -2.3 | -0.6 | 2.1 | nt | -4
COc1ccc(-c2noc(CN(C)C(=O)c3ccco3)n2)cc1 | -6 | 0 | 2 | -0.5 | 1.9 | 1 | -2.2 | -1.2 | 3.2 | 0.9 | 1
Cc1ccc(CN2CCN(/N=C/c3ccc(C)s3)CC2)c(C)c1 | -1 | -4 | -1 | -0.3 | 0.7 | 1 | -1.6 | -1.1 | 0.5 | 0.5 | 17
O=C(CCC(=O)Nc1cccc([N+](=O)[O-])c1)N/N=C/c1cccs1 | -2 | 1 | 2 | 1.1 | 1.4 | 2 | 0.7 | -0.5 | -1.8 | -2.2 | 1
N#Cc1ccsc1NC(=O)C1CC(=O)N(Cc2ccccc2)C1 (configuration not stated) | -2 | -1 | -1 | -0.7 | 0.5 | 2 | -0.3 | -0.8 | 0.6 | 0.3 | 1
O=C(NCS(=O)(=O)c1ccccc1)c1ccccc1 | -3 | 1 | 0 | 1.6 | -0.1 | 4 | -0.7 | -1.4 | 1.7 | 0.1 | 0
COc1ccc(N(CC(=O)NC2CCCC2)C(=O)CS(=O)CC(=O)Nc2ccc3c(c2)OCO3)cc1 (configuration not stated) | 0 | -1 | 2 | -0.8 | 0.2 | 0 | 0.2 | -1.2 | 2.2 | 1.6 | -6
O=C(CSc1nnc(CCCN2C(=O)c3cccc4cccc(c34)C2=O)n1-c1ccccc1)NCCCN1CCOCC1 | 3 | -3 | 11* | 0.6 | -0.7 | -18 | -0.3 | -0.6 | 0.0 | -0.4 | 3
O=C(CN1C(=O)CNC1=O)Nc1cc(Cl)cc(Cl)c1 | -1 | -4 | 1 | -1.1 | 0.6 | -20 | -0.1 | -1.4 | -2.4 | 0.3 | 6
Cc1ccc2[nH]c(CN3CCC(CO)(CC4CCCCO4)CC3)c(C)c2c1 (configuration not stated) | -6 | -1 | -8 | -0.9 | -0.7 | 8 | -0.1 | -0.8 | -8.9 | -1.4 | -18
CC(CCc1ccccc1)NC(=O)c1nnc(Cc2ccc(Cl)cc2)o1 (configuration not stated) | 1 | 2 | 4 | -0.4 | 0.6 | 4 | 0.5 | -1.9 | -3.2 | -3.3 | -6
O=C(Nc1ccc(C(F)(F)F)cc1)C1=NN(C2CCS(=O)(=O)C2)C(=O)CC1 (configuration not stated) | -4 | -3 | -6 | -1.3 | 1.4 | -3 | 0.2 | -1.2 | 0.1 | 1.0 | 4
O=C(CN1C(=O)NC2(CCCCC2)C1=O)NC1CCCc2ccccc21 (configuration not stated) | 2 | -3 | -1 | -0.2 | -0.6 | -11 | 1.4 | -1.2 | -1.0 | -0.6 | 10
NC(=O)NC(=O)CSc1nnc(-c2ccc(Cl)cc2)n1CC1CCCO1 (configuration not stated) | 0 | 0 | 3 | -0.1 | 2.6 | -2 | 1.3 | -0.6 | -0.6 | 0.1 | -2
COc1ccc(C(C(=O)NC(C)(C)C)N(C(=O)CCC(=O)Nc2cc(C)on2)c2c(C)cccc2C)cc1 (configuration not stated) | -1 | 0 | 3 | 0.3 | 1.0 | 7 | -0.3 | -1.1 | -1.0 | -1.4 | 5
Cc1ccsc1C(=O)N1CCC1(C)C(=O)NCC(C)(C)C (configuration not stated) | 3 | -2 | 4 | -0.2 | nt | -2 | -0.9 | -0.8 | 0.5 | 1.1 | -3
COc1ccc(C(=O)O/N=C/c2ccc(S(=O)c3ccc(Cl)cc3)nc2)cc1 (configuration not stated) | 0 | -5 | -1 | -0.1 | 0.3 | -1 | -1.7 | -0.5 | 1.8 | 0.1 | 10
O=C(Nc1ccccc1N1CCOCC1)c1cc(F)cc(F)c1 | -8 | -5 | -1 | 0.0 | 0.3 | -2 | -0.2 | -1.5 | 1.6 | 0.7 | -3
O=C(O)c1cccnc1SCC(=O)N1CCCCCC1 | 3 | -2 | 1 | -0.8 | 0.4 | -1 | 0.1 | -1.6 | 1.2 | -2.9 | -1
Cc1nc2cc(NC(=O)CS(=O)(=O)c3ccc(F)cc3)ccc2s1 | -6 | 0 | -4 | -0.4 | 1.5 | -9 | 1.0 | -0.9 | 5.0 | 3.4 | -6
CC(=O)C1C(=O)C=C(c2ccco2)CC1c1ccccc1 (configuration not stated) | -25 | 2 | -18 | -0.9 | 2.2 | 1 | 0.5 | -1.0 | -0.8 | 1.2 | 1
Cc1ccccc1-c1nnc(SC(C)C(=O)NC2CCCC2)o1 (configuration not stated) | -2 | -6 | 0 | -0.1 | 1.0 | -6 | -0.3 | -0.9 | 0.7 | -1.1 | 9
O=C(CCN1C(=O)/C(=C/c2ccc(F)cc2)SC1=S)NNC(=O)c1cccnc1 | -2 | -1 | -1 | 0.5 | 4.3* | 0 | -1.3 | -1.0 | 2.2 | -2.8 | -4
O=C(c1cccc(F)c1)N1CCc2ccccc2C1 | -43 | 0 | 2 | 0.0 | 0.5 | -14 | 1.1 | -1.1 | 6.5 | 3.1 | -4
Cc1ccc(NCc2ccc(O)c3ncccc23)cc1C | -3 | -1 | 3 | -0.1 | -0.7 | -3 | -1.5 | 1.9* | -2.4 | -0.8 | 7
Cc1cc(OC(=O)c2ccccc2Cl)c([N+](=O)[O-])c(=O)[nH]1 | 5 | 0 | 1 | -0.3 | 0.1 | -7 | 0.9 | -1.4 | 0.3 | -0.4 | -1
COC(=O)[C@H](CC(C)C)NC(=O)CC[C@H]1O[C@@H](n2cc(C)c(=O)[nH]c2=O)C[C@@H]1O | 4 | -1 | 1 | -1.0 | nt | -4 | -0.2 | -0.6 | -3.2 | nt | 5
COc1cc(OC)c(-c2cc(C(=O)O)ccc2OC)c(OC)c1 | -1 | 2 | -1 | -0.1 | -0.9 | 0 | -0.3 | -1.3 | 1.0 | 1.5 | -2
O=C(O)CN1C(=O)/C(=C/c2ccc(N3CCCCC3)o2)SC1=S | -37 | -10 | -17 | 0.4 | 2.4 | -11 | 0.4 | -1.1 | -1.1 | 2.2 | -1
CCOc1ccc(CNC(=O)c2cc3oc4ccccc4c3n2C)cc1 | -6 | 1 | 1 | -0.6 | -1.5 | 0 | -2.7 | -1.8 | -7.8 | -6.4 | -5
CC1CCC/C(=N\Nc2ccc(Cl)c(C(=O)O)c2)C1 (configuration not stated) | -6 | -3 | -5 | -0.1 | 2.5 | -8 | 1.4 | -1.8 | 2.8 | 4.3 | -5
COc1ccc(N2CC(C(=O)N3CCN(C(=O)c4ccco4)CC3)CC2=O)cc1 (configuration not stated) | 1 | -1 | -1 | 0.3 | 0.5 | -1 | -0.7 | -1.1 | 1.2 | 1.1 | -2
Cc1cc(=O)oc2cc(OCC(=O)NCc3ccco3)ccc12 | -3 | -9 | -3 | -0.1 | -1.5 | -67 | -0.9 | -1.5 | 0.2 | 0.2 | 5

Single records, from the list above.
O=C(CCN1C(=O)/C(=C/c2ccc(F)cc2)SC1=S)NNC(=O)c1cccnc1 across the screens: PLCb3 inh = -2; ADAM17 inh = -1; PLCg1 inh = -1; DAX1 inh-1 = 0.5; DAX1 inh-2 = 4.3*; ADAM10 inh = 0; hcDAF12 agonist = -1.3; ssDAF12 agonist = -1.0; hgDAF-12 ag = 2.2; FXN GAA850 act = -2.8; sPLA2-III inh = -4
Cc1ccc(NCc2ccc(O)c3ncccc23)cc1C across the screens: PLCb3 inh = -3; ADAM17 inh = -1; PLCg1 inh = 3; DAX1 inh-1 = -0.1; DAX1 inh-2 = -0.7; ADAM10 inh = -3; hcDAF12 agonist = -1.5; ssDAF12 agonist = 1.9*; hgDAF-12 ag = -2.4; FXN GAA850 act = -0.8; sPLA2-III inh = 7

(next part)
SMILES | PLCb3 inh | ADAM17 inh | PLCg1 inh | DAX1 inh-1 | DAX1 inh-2 | ADAM10 inh | hcDAF12 agonist | ssDAF12 agonist | hgDAF-12 ag | FXN GAA850 act | sPLA2-III inh
CCOC(=O)CSc1nc2sc3c(c2c(=O)n1C1CCCCC1)CCN(C)C3 | -78 | -38 | -49 | 0.4 | 0.1 | -148 | -1.2 | -0.6 | -0.8 | 1.2 | 0
C=CCNC(=O)c1cnc2n(c1=O)CCS2 | 5 | 1 | 0 | -0.3 | 0.9 | -7 | -2.8 | -1.5 | 0.1 | -0.6 | 6
COc1ccc(-c2cnc3c(NC(C)=O)cc(-c4cc(F)ccc4OC)cn23)cc1OC | -61 | -13 | -44 | -0.7 | nt | -36 | 1.2 | -1.5 | -1.8 | -3.9 | -4
CCOc1ccc(S(=O)(=O)N(CC)CC(=O)NCc2ccncc2)cc1C | -5 | -6 | 1 | 0.6 | -0.2 | 4 | -0.7 | -0.8 | -2.6 | 0.2 | 6
O=c1[nH]c2c(s1)C(c1ccccc1)C1C3CCC(C3)C1S2 (configuration not stated) | 0 | 6 | 3 | 0.2 | 2.3 | 14 | -2.0 | -1.6 | -1.6 | 4.6 | -18
O=C(NCc1ccccc1F)C1CCN(C(=O)c2sccc2-n2cccc2)CC1 | 3 | 1 | 0 | 0.4 | -1.4 | -1 | -0.9 | -0.5 | -0.4 | 3.9 | -3
O=C(Cc1ccc(F)cc1)NC1CCSC1=O (configuration not stated) | 4 | -2 | -1 | -0.2 | 0.7 | 0 | -0.1 | -0.7 | 1.7 | 3.5 | 3
O=C(NC1CC2CCC(C1)N2Cc1ccccc1)c1ccccc1Br (configuration not stated) | -5 | -3 | -1 | 0.5 | 2.1 | 2 | -0.2 | -1.6 | 1.4 | 0.1 | 3
COc1cccc(CNC(=O)[C@H]2CCCN2C(=O)[C@H]2CCCN2C(=O)c2ccc(Cl)cc2)c1 | 1 | 0 | 3 | -0.1 | nt | 0 | -0.7 | -0.4 | -1.0 | nt | -1
CCOC(=O)c1sc(N)nc1C(C)(C)C | 3 | 1 | 2 | 0.1 | -0.4 | -2 | -0.3 | -1.4 | -1.3 | 1.1 | 0
Cc1nc(NCCc2ccccc2)c2oc3ccccc3c2n1 | -1 | 0 | 5 | -1.4 | -1.7 | 4 | 0.1 | -1.5 | -3.6 | -1.3 | -1
Cc1nn(C)c(=O)n1N(C)c1ncc(C(F)(F)F)cc1Cl | 0 | -4 | 3 | 0.4 | -0.5 | 10 | -1.9 | -1.5 | -0.2 | 1.1 | 6
CCn1c(COc2ccc(=O)n(-c3ccccc3)n2)n[nH]c1=S | -1 | -4 | -5 | -0.4 | -0.3 | 0 | -1.9 | -1.4 | -2.8 | 1.3 | 8

Compound activity deposited in PubChem by The Scripps Research Institute Molecular Screening Center.
